UTI89 phage lysis = inhibition of K1F phage lysis, E. coli UTI89, bacterial capsule biogenesis inhibitors, alamar blue (AID 488966) | hit rate 0.02% among 340,000 | one-dose inhibition, % at 100 µM; IC50 in µM for titrated hits | E. coli UTI89 K1F phage lysis, alamar blue, 2 h; higher % means a stronger effect;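 active = phage lysis inhibition, versus mean bacterial control, above a set limit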;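 also: capsule biogenesis inhibitors block K1F phage lysis so surviving cells raise fluorescence; higher fluorescence means more inhibition of phage lysis; actives were called in the ten point dose series up to 300 µM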
* marks the source's active call; other numbers are inactive results; [ ] = another dose, or the depositor's remark. This is a subset. The share of hits here may be higher or lower than overall.

# | Structure | UTI89 phage lysis
1 | CN1CCN(C(=O)c2ccc(Cn3cc(Cl)cn3)o2)CC1 | 0.1%
2 | O=C(Nc1ccc(N2CCOCC2)c(S(=O)(=O)Nc2ccccc2Cl)c1)c1ccccc1 | -0.1%[50 µM]
3 | Cc1ccc2[nH]c3c(NCc4ccccc4)ncnc3c2c1 | -2.7%[50 µM]
4 | CC(OC(=O)c1ccccc1C(=O)N(C)Cc1ccccc1)C(=O)NC1(C#N)CCCCC1 (stereo not given) | 0.9%[50 µM]
5 | CC1CN(C(=O)COC(=O)c2ccccc2O)CC(C)O1 (stereo not given) | -1.7%
6 | Cc1ccc(NC(=O)CN2C(=O)NC3(CCCC3)C2=O)nc1 | 2.8%[50 µM]
7 | CCOc1ccc(NC(=O)CN(C)C(=O)C(C)Oc2ccc(Cl)cc2)cc1OCC (stereo not given) | 2.0%[50 µM]
8 | O=C1NC[C@H](Cc2ccccc2)N(CC2CCN(CCCC3CCCC3)CC2)C1=O | 0.4%
9 | CC(=O)Nc1ccc(NC(=O)C(C)OC(=O)c2cccc(S(=O)(=O)N3CCCCC3)c2)cc1 (stereo not given) | -0.1%
10 | Cc1cccc(/C=N/n2c(C3CCCCC3)n[nH]c2=S)c1 | 0.1%
11 | CN(C(=O)CCCN1CCCC1=O)C1CCCN(Cc2ccccc2F)C1 (stereo not given) | -0.1%
12 | Nc1ccc2c(c1)C(=O)c1ccc(Br)cc1-2 | 1.9%
13 | COc1cc(C(=O)NCC2CCCO2)ccc1OCc1ccccc1Cl (stereo not given) | 0.0%
14 | CC(C)C(OC(=O)c1cccs1)C(=O)NCCc1ccccc1 (stereo not given) | -0.1%
15 | O=C(NNC(=O)C1C2C=CC(C2)C1C(=O)O)c1ccccc1 (stereo not given) | 0.3%

(further entries)
# | Structure | UTI89 phage lysis
16 | CCOc1ccc(-c2cc(C(=O)N/N=C/c3cccnc3)c3ccccc3n2)cc1 | 0.2%
17 | COCCN(C(=O)COC(=O)CSc1ccc(Cl)cc1)c1c(N)n(Cc2ccccc2)c(=O)[nH]c1=O | 0.7%[50 µM]
18 | O=C1C=C(NC2CCCCC2)CCC1 | -0.6%
19 | Cc1cnc(C)c(N2CCN(C(=O)C3CCC(=O)N(CCc4cccc(F)c4)C3)CC2)n1 (stereo not given) | 1.0%[50 µM]
20 | Cc1cnc(NC(=O)c2ccc3ncsc3c2)s1 | 0.8%[50 µM]
21 | Cc1cc(NS(=O)(=O)c2ccc(NC(=O)COc3ccc(Cl)c(C)c3)cc2)no1 | 0.0%
22 | CN(Cc1ccc(OC(F)F)cc1)C(=O)C1CCN(S(=O)(=O)c2ccc3c(c2)OCCO3)CC1 | -0.1%[50 µM]
23 | O=C(NCc1nnc(SCC(=O)N2CCOCC2)o1)c1c(F)cccc1F | 0.2%
24 | O=C(COc1ccccc1Cl)Nc1ccccc1C(=O)Nc1cccc(C(=O)O)c1 | -0.1%
25 | COc1cc(C(=O)Nc2scc(-c3ccccc3)c2C(=O)O)cc(OC)c1OC | 0.3%
26 | COc1ccc(OC)c(/C=C(\C)C(=O)c2c(C)cc(C)[nH]c2=O)c1 | 0.7%
27 | COCCn1c(SCC(=O)NCC2CCCO2)nc2c(c1=O)SCC2 (stereo not given) | 0.2%
28 | CN(C)S(=O)(=O)c1cccc(CNCC2COc3ccccc3O2)c1 (stereo not given) | -0.2%
29 | COc1ccc(C(=O)NNC(=O)c2ccc3ccccc3n2)cc1 | 1.1%[50 µM]
30 | C=C1CC2C(=O)N(Cc3cc(OC)ccc3OC)C(C(=O)OCC)(C(=O)OCC)C1N2C(=O)OC(C)(C)C (stereo not given) | 0.1%

Pulled one by one from above (two):
# | Structure | UTI89 phage lysis
2 | O=C(Nc1ccc(N2CCOCC2)c(S(=O)(=O)Nc2ccccc2Cl)c1)c1ccccc1 | -0.1%[50 µM]
11 | CN(C(=O)CCCN1CCCC1=O)C1CCCN(Cc2ccccc2F)C1 (stereo not given) | -0.1%

Later entries
# | Structure | UTI89 phage lysis
31 | CCOC(=O)CN(C)C(=O)CCc1nnc(-c2ccc(-c3ccccc3)cc2)o1 | 0.1%
32 | CC(C)N(CCNC(=O)COc1ccc2oc3c(c2c1)CCCC3)C(C)C | 0.0%
33 | COc1cc(CN2CCN(Cc3cn(C)c4ccccc34)CC2CCO)cc(OC)c1 (stereo not given) | -2.0%
34 | CCCCn1c(N)c(N(CCC(C)C)C(=O)c2sc3nc4n(c(=O)c3c2C)CCC4)c(=O)[nH]c1=O | 0.5%[50 µM]
35 | COc1ccc(NC(=O)N(C)C[C@H]2Oc3ccc(NC(=O)NC4CCCCC4)cc3C(=O)N([C@H](C)CO)C[C@@H]2C)cc1 | 0.8%
36 | Cc1c(OC(C)C(=O)NCC2CCC(C(=O)O)CC2)ccc2c1oc(=O)c1ccccc12 (stereo not given) | -3.4%
37 | Cc1ccc(-c2nnc(NC(=O)CCS(=O)(=O)c3ccccc3)o2)c(C)c1 | 0.2%[50 µM]
38 | COc1cc(/C=C/c2[nH]c(=O)[nH]c(=O)c2[N+](=O)[O-])cc(OC)c1O | 1.8%
39 | O=C(NCC(=O)N1CC=C(c2ccccc2)CC1)c1ccco1 | 0.7%[50 µM]
40 | CC(=O)c1ccc(Cl)c(Cl)c1Cl | -0.7%
41 | CSCCC(NC(=O)c1ccco1)C(=O)NCC(C)(C)N1CCOCC1 (stereo not given) | 0.2%[50 µM]
42 | O=C(Nc1scc(-c2ccccc2)c1C(=O)O)c1ccc(F)cc1 | -1.5%
43 | O=C(COC(=O)COc1ccccc1F)NCc1ccco1 | -1.7%
44 | CN(CC(=O)Nc1cccc(F)c1)C(=O)C1CC(=O)N(CCc2ccccc2)C1 (stereo not given) | 1.1%[50 µM]
45 | CN(Cc1c(C(=O)N/N=C/c2cccc(F)c2)nnn1-c1nonc1N)c1ccccc1 | 0.0%

Part of the list above, field by field:
[37] Cc1ccc(-c2nnc(NC(=O)CCS(=O)(=O)c3ccccc3)o2)c(C)c1
  UTI89 phage lysis: 0.2%[50 µM]
[38] COc1cc(/C=C/c2[nH]c(=O)[nH]c(=O)c2[N+](=O)[O-])cc(OC)c1O
  UTI89 phage lysis: 1.8%
[39] O=C(NCC(=O)N1CC=C(c2ccccc2)CC1)c1ccco1
  UTI89 phage lysis: 0.7%[50 µM]

(list continues)
# | Structure | UTI89 phage lysis
46 | CC(C)(C)c1ccc(C(=O)NCC(=O)N/N=C/c2cccnc2)cc1 | 0.0%
47 | CC(=O)N1CCc2cc(S(=O)(=O)N3CCc4ccccc43)ccc21 | 0.2%
48 | CNc1nnc(SCC(=O)c2cc(C)n(C3CC3)c2C)s1 | -0.1%
49 | CC1CCN(C(=O)c2ccc(NS(=O)(=O)c3ccc4[nH]c(=O)[nH]c4c3)cc2)CC1 | 0.8%[50 µM]
50 | CN(C(=O)c1ccc(NC(=O)Cc2ccc(NC(=O)C3CCCN(C(=O)C4CCCC4)C3)cc2)cc1)C1CCCC1 (stereo not given) | 0.4%
51 | Cc1ccc(N=C2NC(=O)CS2)cc1C | 0.0%
52 | Cc1ccc(S(=O)(=O)Nc2cccc(C(=O)NCC(c3ccco3)N(C)C)c2)cc1F (stereo not given) | 0.6%[50 µM]
53 | CCC(=O)N1CCc2cc(S(=O)(=O)CCC(=O)N3CCN(c4ccc(F)cc4)CC3)ccc21 | 2.0%
54 | COc1cc2c(-c3ccc4cc[nH]c4c3)c(-c3ccc(C#N)cc3)oc(=O)c2cc1OC | 0.5%
55 | COC(=O)c1ccccc1-n1c(CCC(=O)O)ccc1-c1ccc(F)cc1 | 0.6%
56 | COc1ccc([C@H]2CC(=O)C=C(c3cc(Cl)cc(Cl)c3)C2)cc1 | 0.1%
57 | Cn1c(N)c(N=Cc2ccccc2)c(=O)n(C)c1=O | 0.9%
58 | COc1cccc(Nc2ncnc3onc(-c4ccccc4OC)c23)c1 | 0.1%
59 | CCc1ccc2c(c1)C(NC(C)=O)C(=O)N2CCN1CCOCC1 (stereo not given) | 0.6%[50 µM]
60 | COc1ccccc1N1CCN(/N=C(\C)c2ccccc2O)CC1 | 0.0%

The listing continues:
# | Structure | UTI89 phage lysis
61 | O=C(CSc1nnc2ccc(-c3ccc(F)cc3)nn12)NCC1CCCO1 (stereo not given) | 1.3%[50 µM]
62 | CC(=O)Nc1ccc(/C=C/C(=O)c2ccc3c(c2)OCCO3)cc1 | -0.1%
63 | NC(=O)c1nsc(C(=O)N(c2cccc(F)c2)C(C(=O)NC2CCCC2)c2ccc(O)cc2)c1N (stereo not given) | -0.2%
64 | CCN=C1S/C(=C/c2ccc(-c3ccc(F)cc3)o2)C(=O)N1CC | 0.0%
65 | CC(Sc1nnc(-c2cccs2)n1N)C(=O)NCC1CCCO1 (stereo not given) | 0.7%[50 µM]
66 | CC1CCc2c(sc(NC(=O)COC(=O)c3ccc(NC(=O)CC#N)cc3)c2C#N)C1 (stereo not given) | 1.3%[50 µM]
67 | C=CCC1NS(=O)(=O)OC2CCCC12 (stereo not given) | 0.3%
68 | Cc1cc(NC(=O)C2CCN(S(=O)(=O)c3c(C)noc3C)CC2)ccc1Br | 0.1%
69 | CCOc1ccc(NC(=O)CCN2C(=O)c3ccccc3C2=O)cc1 | 3.2%
70 | O=C(COC(=O)c1cc2ccccc2cc1O)c1ccccc1 | 0.8%[50 µM]
71 | COc1ccc(-c2cc(C(=O)NCCCN3CCOCC3)no2)cc1 | 0.2%
72 | Cc1ccn2c(=O)nc(SCC(=O)NCc3ccccc3Cl)nc2c1 | 1.0%[50 µM]
73 | COCCn1c(-c2ccc(C)cc2)nc2c(c(=O)c3ccccc3n2C)c1=O | -0.2%
74 | O=C(O)c1sccc1NC(=O)c1c(Cl)cccc1Cl | -0.1%
75 | COc1ccc(C(=O)c2sc(Nc3ccccc3)nc2N)cc1 | 0.0%

Carrying on.
# | Structure | UTI89 phage lysis
76 | O=C(CCn1nc(-c2ccc(Cl)cc2)ccc1=O)N1CCN(c2ccccc2)CC1 | 0.1%
77 | COc1ccc(C2C(C#N)=C(N)N(N(C)C)C3=C2C(=O)CC(C)(C)C3)cc1OC (stereo not given) | -0.1%
78 | CCCCn1c(CCC(=O)O)nc2cc(S(=O)(=O)N3CCCC3)ccc21 | -1.7%
79 | Cc1ccc(CN2CCC(c3cc(-c4ccc(Cl)cc4)n[nH]3)CC2)cc1 | 1.9%
80 | CCCCN(C(=O)CN1C(=O)C2CCCCC2C1=O)c1c(N)n(CCCC)c(=O)[nH]c1=O (stereo not given) | 0.9%[50 µM]
81 | CN(C)/C(=N\S(=O)(=O)c1ccccc1)c1ccc(Cl)cc1 | 0.3%
82 | Cc1ccc(S(=O)(=O)N2CCC(C(=O)OCc3ccccc3)CC2)cc1C | -0.5%[50 µM]
83 | Cc1cc(C)c(C)c(S(=O)(=O)NCCCN2CCCC2=O)c1C | 0.2%
84 | CCOc1ccc(OCCC(=O)OCC(=O)N(CC)c2c(N)n(Cc3ccccc3)c(=O)[nH]c2=O)cc1 | 0.0%
85 | COc1ccc(C(=O)OCC(=O)N2CC(=O)Nc3ccccc32)cc1Br | 1.3%[50 µM]
86 | CSc1cc(-c2ccco2)oc1C(=O)c1ccco1 | 1.5%
87 | CCOc1ccc(CNn2cnnc2)cc1 | -1.2%
88 | CCc1nnc(SCC(=O)Nc2ccc(F)cc2)o1 | 2.5%[50 µM]
89 | O=C(Cn1c2ccc(F)cc2c2nc3n(c(=O)c21)CCS3)N1CCCC1 | 0.1%
90 | CC1=NN(C(N)=S)C(=O)C1N=Nc1ccc([N+](=O)[O-])cc1 (stereo not given) | 0.1%

(next part)
# | Structure | UTI89 phage lysis
91 | O=C(NN=C1CCCC1)c1ccc(Br)cc1 | -0.2%
92 | COc1cc2oc3ccccc3c(=O)c2cc1OC | 1.9%
93 | CC(=O)c1cccc(Oc2cc(NN3CCCCC3)c([N+](=O)[O-])cc2[N+](=O)[O-])c1 | 0.8%
94 | COCCNC(=O)c1cccc(OC2CCN(Cc3ccc(OC(F)F)cc3)CC2)c1 | 0.2%
95 | CC(=O)NC(c1cc(Cl)c2cccnc2c1O)C1CC1 (stereo not given) | -0.9%
96 | COc1ccc(NC(=O)CSc2ccc(-c3cccnc3)nn2)cc1 | 0.3%
97 | COc1cc(OC)cc(C(=O)NCCCNC(=O)c2cccnc2)c1 | 0.1%
98 | CCOc1ccc(CCNS(=O)(=O)c2cc3c(cc2C)NC(=O)CO3)cc1OCC | -0.8%
99 | Cc1ccc([C@@H]2[C@@H]3C(=O)N(C)C(=O)[C@@H]3[C@@H]3C(=O)Nc4ccccc4C(=O)N23)cc1 | 1.0%
100 | C#CCOCCOCCOCCNc1nc(N2CCN(C(=O)[C@H](CCCN=C(N)N)n3cc(C(N)[C@@H](C)CC)nn3)CC2)nc(N2CCN(C(=O)[C@H](CCC(=O)O)n3cc([C@@H](N)[C@H](C)CC)nn3)CC2)n1 (stereo not given in full) | 0.5%
101 | CCN(C(=O)COC(=O)c1c(NC(C)=O)sc(C)c1C)c1c(N)n(Cc2ccccc2)c(=O)[nH]c1=O | 0.7%[50 µM]
102 | CCOc1ccc(NC(=O)NC2CCS(=O)(=O)C2)cc1 (stereo not given) | 0.4%
103 | Cc1cc(=O)oc2c3c(cc(OCC(=O)N[C@@H](C)C(=O)O)c12)OC(C)(C)CC3 | -1.0%[50 µM]
104 | O=C(COC(=O)c1cc2ccccc2cc1O)Nc1ccccc1F | 0.2%[50 µM]
105 | COc1ccc(-c2cc(=O)oc3cc(OCC(=O)N4C[C@H]5C[C@@H](C4)c4cccc(=O)n4C5)ccc23)cc1 | 5.4%
106 | COc1cccc(CN(C(=O)COc2ccccc2[N+](=O)[O-])C2CCS(=O)(=O)C2)c1 (stereo not given) | 0.2%

Values in list order from the list.
UTI89 phage lysis, compounds 81–84: 0.3%, -0.5%[50 µM], 0.2%, 0.0%

Structural class: those above containing two or more sulfur atoms
# | Structure | UTI89 phage lysis
20 | Cc1cnc(NC(=O)c2ccc3ncsc3c2)s1 | 0.8%[50 µM]
27 | COCCn1c(SCC(=O)NCC2CCCO2)nc2c(c1=O)SCC2 (stereo not given) | 0.2%
48 | CNc1nnc(SCC(=O)c2cc(C)n(C3CC3)c2C)s1 | -0.1%
65 | CC(Sc1nnc(-c2cccs2)n1N)C(=O)NCC1CCCO1 (stereo not given) | 0.7%[50 µM]

Bioassay records deposited in PubChem by Southern Research Specialized Biocontainment Screening Center.
